Myeloid diff MLP = promotes myeloid progenitor differentiation. calls only at 10 µM. ER-HoxA9 myeloid progenitors, lysozyme-GFP differentiation, flow cytometry. AID 624256. actives 1% (n = 360,000);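 active means normalized GFP-positive differentiation at or above the plate's own cutoff, the solvent-only control mean plus 3 SD; inconclusive means no clear call, values can overlap the other calls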;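 further: cells exposed to compound for four days before flow analysis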
Myeloid diff MLP GFP+ MAC1+ % = further read-out of Myeloid diff MLP, marked with its call; GFP+ MAC1+ double positive, %; measured here: differentiation confirmed by MAC1 staining
Starred values were filed as active, the others as inactive; i = inactive; ? = inconclusive; / = no result given. A portion of the library; rates above refer to the full screens.

Value order: Myeloid diff MLP | Myeloid diff MLP GFP+ MAC1+ %
CC(=O)C1=CCC(c2ccc(Cl)c(Cl)c2)N(S(=O)(=O)c2ccc(C)cc2)C1 (centres undefined)
 : i | 0.5
COc1cccc(C=NNC(=S)NN=Cc2cccc(OC)c2OC)c1OC
 : i | 0.8
COc1cccc(C(O)c2nc(-c3ccc(Cl)cc3)cs2)c1 (centres undefined)
 : i | 1.3
CC1(C(=O)NS(=O)(=O)Cc2ccccc2C(F)(F)F)CCN1C(=O)Cc1ccsc1 (centres undefined)
 : i | 2.1
COCCNc1ncnc2c1ncn2[C@H]1CN(Cc2ccc(OC)cc2)C[C@@H](CO)O1
 : i | 0.8
COC(=O)CCC1(C(N)=O)CCC(=O)c2ccccc21 (centres undefined)
 : ? | /
CC(C)c1cc(Cn2c3ccccc3c(=O)n2C(C)Cn2cc(COc3ccccc3)nn2)on1 (centres undefined)
 : i | 1.5
O=C(CCNC(=O)c1ccc([N+](=O)[O-])cc1)NCC1COc2ccccc2O1 (centres undefined)
 : i | 0.5
O=C(/C=C/[C@H]1O[C@@H](n2ccc(=O)[nH]c2=O)[C@H](O)[C@@H]1O)NCc1ccccn1
 : i | 1.5
COC(=O)[C@@]1(Sc2ccc(C)cc2)CC(=O)N(C(=O)C2CC2)[C@@H]1c1ccccc1
 : i | 0.8
CC(C)C[C@H]1CNC(=S)N1C[C@H]1CCCN1C[C@H](Cc1ccc(O)cc1)N1C[C@H](Cc2ccccc2)N(CC2CCCCC2)C1=S
 : i | 0.9
NC(=O)c1ccsc1NC(=O)COC(=O)Cc1ccccc1[N+](=O)[O-]
 : i | 1.3
CC(C)c1nc(SCC(=O)N2CCCCC2)c2c(=O)n(C)c(=O)n(C)c2n1
 : i | 0.5
COc1ccc(S(=O)(=O)N2CCN(C(=O)c3ccc(=O)[nH]n3)CC2)cc1OC
 : i | 0.5
CC(=O)Nc1ccc(S(=O)(=O)NCC2(N3CCOCC3)CCCCC2)cc1
 : i | 1.4
CCCCNC(=O)C1(C)CCN1Cc1cccc2c(OC)cc(C(=O)OCC)cc12 (centres undefined)
 : i | 0.5
CC(C)C[C@H]1COc2cc(N3CC[C@@H](O)C3)ccc2S(=O)(=O)N1
 : i | 0.7
CCc1nc2c(OCc3ccc(F)cc3)cccn2c1N(C)C(=O)c1ccc(C)cc1
 : i | 1.4
Cc1cc(Br)cn2c(CC(C)(C)C)c(C3CCCCC3)nc12
 : i | 0.3
COc1cc2c(c(NC(C)=O)c1)N(C(C)=O)CCC2
 : i | 0.4
CC(OC(=O)c1ccc2c(c1)OCO2)C(=O)NC1CCCCC1C (centres undefined)
 : i | 0.5
CC(Cc1ccccc1)=NNc1ccc([N+](=O)[O-])cc1[N+](=O)[O-]
 : i | 1.1
CCCCNC(=O)C1(C)CCCCN1C(=O)c1ccc(C)c(F)c1 (centres undefined)
 : i | 0.7
C[C@@H]1CN([C@@H](C)CO)C(=O)CCCn2nncc2CO[C@@H]1CN(C)S(=O)(=O)c1ccc(Cl)cc1
 : i | 0.5
COc1ccc(Br)c(Cn2c(C)c(C(=O)NCCC#N)sc2=O)c1
 : i | 2.8
CN(C(=O)c1cccc(NC(=O)Cc2cccc(NC(=O)C3CCCN(C(=O)C4CC4)C3)c2)c1)C1CC1 (centres undefined)
 : i | 0.5
Cc1cccc(C)c1NC(=O)C(C1CC1)n1c(=O)c(-c2cc3ccccc3[nH]2)nc2ccccc21 (centres undefined)
 : i | 7.7
CC(OC(=O)c1ccc(C#N)cc1)C(=O)Nc1ccc(Cl)cn1 (centres undefined)
 : i | 0.3
Cc1ccc(S(=O)(=O)N(C)C[C@@H]2OCc3cnnn3CCCC(=O)N([C@H](C)CO)C[C@@H]2C)cc1
 : i | 0.2
COCCCNC(=S)N1CCN(c2nc(-c3ccc(Cl)cc3)cs2)CC1
 : i | 1.0
O=C1C2C3C=CC(O3)C2C(=O)N1N=Cc1cccc2ccccc12 (centres undefined)
 : i | 0.8
CCN(CC(=O)Nc1ccc2c(c1)OCCO2)C(=O)COc1ccc(C(C)=O)cc1
 : i | 0.6
CCc1nc2c(OCCn3cccc3)cccn2c1N(C)C(=O)c1ccc(C)cc1
 : i | 1.1
CN(CCc1ccccc1)C(=O)c1ccc(NC(=O)Cc2ccc(NC(=O)C3CCCN(C(=O)C4CCCCC4)C3)cc2)cc1 (centres undefined)
 : i | 0.3
CC(C)(C)NC(=O)C1c2ccccc2OCC(=O)N1CCCN1CCOCC1 (centres undefined)
 : i | 1.1
O=C(COC(=O)c1cnc(Cl)c(Cl)c1)NC1CCCC1
 : i | 0.7
CCN(CC)C(=O)C1=C(C)N(Cc2ccc(C(C)(C)C)cc2)C(=O)C(CC(=O)NC(c2ccccc2)c2ccccc2)C1 (centres undefined)
 : i | 2.3
CCCN=C1N(CC)C[C@@H]2[C@@H]3C(=O)N(C)C(=O)[C@@H]3[C@](C)(C(=O)OC)N12
 : i | 1.0
CC(C)c1cc(C(=O)OCC(=O)NC2CCS(=O)(=O)C2)c(O)c(C(C)C)c1 (centres undefined)
 : i | 1.1
COc1ccc(-c2nc3ccc(Br)cn3c2Cc2cccc(Cl)c2)cc1OC
 : i | 0.9
COc1ccc2c(CN3CCCC3)cc(=O)oc2c1
 : i | 0.6
COc1cc(OC)cc(C(=O)NC(C(=O)NNC(=O)CN(C)S(=O)(=O)c2ccc(C)cc2)C(C)C)c1 (centres undefined)
 : i | 0.9
O=C(CC[C@H]1O[C@@H](n2ccc(=O)[nH]c2=O)[C@H](O)[C@@H]1O)N[C@H](Cc1ccccc1)C(=O)NCc1cccs1
 : i | 1.2
CCCCNC(=O)C1(C)CCC(=O)N1C1CCN(Cc2ccccc2)CC1 (centres undefined)
 : i | 1.4
COc1cc2c(cc1[N+](=O)[O-])-c1ccc([N+](=O)[O-])cc1C2
 : i | 0.2
CN1CCCN(c2cc(-c3ccc4ccccc4c3)nc3ccnn23)CC1
 : i | 1.2
CS(=O)(=O)N(CC(=O)N1CCCC1)C1CCCCC1
 : i | 0.8
C=C1C(=O)[C@]23C[C@H]1CCC2[C@@]1(C)C(C[C@@H]3O)[C@](C)(C(=O)O)C[C@H](O)[C@@H]1O (some centres undefined)
 : i | 0.4
Cc1noc(C)c1S(=O)(=O)Nc1ccc2c(c1)C(=O)N([C@H](C)CO)C[C@H](C)[C@H](CN(C)C(=O)NC(C)C)OCCCC[C@@H](C)O2
 : i | 0.9
OC[C@@H]1CN(Cc2cccnc2)C[C@H](n2cnc3c(NC4CCCC4)ncnc32)O1
 : i | 1.8
O=C1NC(c2ccccc2)Cc2ccncc21 (centres undefined)
 : i | 1.5
COc1ccc2c(CN3CCN(C(C)=O)CC3)cc(=O)oc2c1
 : i | 0.6
C[C@H](CO)N1C[C@H](C)[C@@H](CN(C)S(=O)(=O)c2cccc(F)c2)OCc2cnnn2CCCC1=O
 : i | 1.4
COc1ccc(CNCCS(=O)(=O)NC2CCCC2)cc1
 : i | 1.0
CCN(Cc1ccccc1)c1ccccc1
 : i | 1.6
O=C(c1ccc2c(=O)n3c(nc2c1)CCC3)N1CCN(S(=O)(=O)c2ccccc2Br)CC1
 : i | 0.2
CC(C)(C)Cc1c(-c2cccc(Cl)c2)nc2ccc(Br)cn12
 : i | 1.4
CCNC(=O)C1(C)CCCN(C(=O)c2ccc(OC)c(F)c2)C1 (centres undefined)
 : i | 0.9
CC1(Cc2ccc(Cl)cc2)C(=O)Nc2ccc(-c3cccnc3)cc21 (centres undefined)
 : i | 1.3
COc1ccc2[nH]c3c(c2c1)CCN1C(=O)C(CC(=O)NCc2ccco2)C[C@H](C(=O)N2CCOCC2)[C@@]31CCC1CCCC1 (some centres undefined)
 : i | 0.2

Compounds listed so far containing an aryl thioether with sulfur outside any ring (two):
Value order: Myeloid diff MLP | Myeloid diff MLP GFP+ MAC1+ %
COC(=O)[C@@]1(Sc2ccc(C)cc2)CC(=O)N(C(=O)C2CC2)[C@@H]1c1ccccc1
 : i | 0.8
CC(C)c1nc(SCC(=O)N2CCCCC2)c2c(=O)n(C)c(=O)n(C)c2n1
 : i | 0.5

Continued:
Value order: Myeloid diff MLP | Myeloid diff MLP GFP+ MAC1+ %
CCOc1ccc(CCNC(=O)COC(=O)c2ccc(C)c(S(=O)(=O)N3CCOCC3)c2)cc1OCC
 : i | 0.4
NC(Cc1ccccc1)c1csc(Nc2ccc(C(=O)NCCCO)cn2)n1 (centres undefined)
 : i | 3.2
CCc1nc2ccc(C(=O)NCCNC(C)=O)cn2c1N(CC)Cc1cccc(Br)c1
 : i | 1.5
CCCC(C)(C)C(=O)N1CCC1(C)C(=O)Nc1cccc2ccccc12 (centres undefined)
 : i | 0.9
COc1ccccc1-c1ncn(Cc2cccc(-c3ccccc3)c2)c1-c1ccco1
 : i | 2.6
OC(c1ccc(F)cc1)c1nc(-c2cccs2)cs1 (centres undefined)
 : i | 1.5
O=C(COc1ccc([N+](=O)[O-])cc1)NNC(=O)C1COc2ccccc2O1 (centres undefined)
 : i | 0.5
O=C1NC(Cc2ccccc2)c2nc3ccc(Br)cc3c(=O)n2-c2cc3ccccc3cc21 (centres undefined)
 : i | 0.1
CCC[C@H]1CN(c2ccccc2)C(=O)[C@@H]1CC(=O)Nc1ccc(OC)cc1
 : i | 0.4
O=C(CC[C@H]1O[C@@H](n2ccc(=O)[nH]c2=O)[C@H](O)[C@@H]1O)N[C@@H](Cc1ccccc1)C(=O)NCc1ccccc1
 : i | 0.8
Cc1ccc(CNC(=O)[C@H]2O[C@@H](n3cnc4c(N)ncnc43)[C@H](O)[C@@H]2O)o1
 : i | 1.7
CCc1nc2ccc(C(=O)NCCNC(C)=O)cn2c1N(C)Cc1ccc(OC)cc1
 : i | 0.4
Cc1nc(C(F)(F)F)ccc1C(=O)N1CCCCCC1(C)C(=O)NCC(C)C (centres undefined)
 : i | 1.6
CCCCCCCCN1C(=O)[C@H](CC(=O)N2CCN(C(=O)C3CC3)CC2)C[C@@]2(C(=O)OC)CC(C)(C)CC=C12
 : i | 2.3
COCCCNc1ccn2nc(-c3ccc(OCc4ccccc4)cc3)cc2n1
 : i | 0.8
CC(=O)Oc1ccc2c(c1)C(=O)CCCCCC(=O)O2
 : i | 1.2
CO[C@H]1CN(C)C(=O)c2cc(NC(=O)C3CCOCC3)ccc2OC[C@H](C)N(Cc2nccs2)C[C@H]1C
 : i | 1.3
CC(=NNc1ccc([N+](=O)[O-])cn1)c1ccccc1
 : i | 1.4
CC(C)[C@@H](CO)N(C)S(=O)(=O)c1ccccc1Br
 : i | 3.5
O=C(/C=C1\OCc2ccccc21)OCc1ccccc1
 : i | 1.7
Cc1noc(C)c1NC(=O)N(C)C[C@H]1OCCCC[C@@H](C)Oc2ccc(NS(=O)(=O)c3ccccc3)cc2C(=O)N([C@H](C)CO)C[C@@H]1C
 : i | 1.0
CC(C)(C)NC(=O)C[C@H]1C[C@H](C(=O)N2CCOCC2)[C@@]2(C)c3[nH]c4cc(-c5ccco5)ccc4c3CCN2C1=O
 : i | 2.6
C[C@@H]1CN([C@H](C)CO)C(=O)CCCn2nncc2CO[C@@H]1CN(C)S(=O)(=O)c1ccc2c(c1)OCCCO2
 : i | 0.5
Cc1cc(C)cc(CC(=O)N2CCC2(C)C(=O)NS(=O)(=O)c2ccccc2)c1 (centres undefined)
 : i | 2.2
COc1ccc(N2CCN(C(c3ccccc3)c3nnnn3C(C)(C)C)CC2)cc1 (centres undefined)
 : i | 1.0
Cc1cc(=O)n2c(nc3ccccc32)s1
 : i | 0.4
CN(C)CCCNC(=O)C[C@H]1C[C@H](C(=O)N2CCCCC2)[C@@]2(CCc3ccccc3)c3[nH]c4cc(-c5ccco5)ccc4c3CCN2C1=O
 : i | 0.5
Cc1ccc(C(=O)Nc2ccccc2C(=O)N2CC(C)OC(C)C2)cc1 (centres undefined)
 : i | 0.8
O=C(Nc1ccccc1)C1Cc2c(-c3ccccc3Oc3ccccc3)ccnc2O1 (centres undefined)
 : i | 0.0
O=C(Nc1nc(OCC(F)(F)F)cnc1/C=C\c1ccccc1)c1ccsc1
 : i | 0.9

Another view of 2 compounds above.
SMILES | Myeloid diff MLP | Myeloid diff MLP GFP+ MAC1+ %
CN(CCc1ccccc1)C(=O)c1ccc(NC(=O)Cc2ccc(NC(=O)C3CCCN(C(=O)C4CCCCC4)C3)cc2)cc1 (centres undefined) | i | 0.3
O=C(Nc1nc(OCC(F)(F)F)cnc1/C=C\c1ccccc1)c1ccsc1 | i | 0.9

Next part.
Value order: Myeloid diff MLP | Myeloid diff MLP GFP+ MAC1+ %
O=C(COC(=O)CNS(=O)(=O)c1ccc(Cl)cc1)NC1CCCCC1
 : i | 0.6
CC(C)CN1CCN(CCCOC(=O)Nc2cccc3ccccc23)CC1C (centres undefined)
 : i | 1.4
CC1(C(=O)NS(=O)(=O)c2ccc(Cl)s2)CCN1C(=O)Cc1ccccc1Cl (centres undefined)
 : i | 0.2
Cc1ccc(C(=O)OCC(=O)Nc2ccc(C)c(S(=O)(=O)N3CCCCC3)c2)o1
 : i | 1.6
Cc1cccc(C)c1-n1nnnc1C1(C)CCC(=O)N1Cc1cccs1 (centres undefined)
 : i | 1.0
CCCCNS(=O)(=O)CCNCc1ccccc1OC
 : i | 1.1
O=C(CCCN1CCC(C(O)c2ccc(F)cc2)CC1)c1ccc(F)cc1 (centres undefined)
 : i | 1.4
COc1ccc(OC)c(C(=O)c2ccc([N+](=O)[O-])cc2)c1
 : i | 0.7
O=C1CCC[C@@H]2Cc3nc4ccc(O)cc4cc3[C@@H]3CCN1[C@H]23
 : i | 2.1
CCOC(=O)C1=CCN(S(=O)(=O)c2ccccc2C)C1c1ccc(Br)cc1 (centres undefined)
 : i | 1.4

Whole records as entered above. Screens in order: Myeloid diff MLP	Myeloid diff MLP GFP+ MAC1+ %
COc1ccc(-c2nc3ccc(Br)cn3c2Cc2cccc(Cl)c2)cc1OC as listed: i	0.9
CCCCNC(=O)C1(C)CCCCN1C(=O)c1ccc(C)c(F)c1 (centres undefined) as listed: i	0.7
CCCC(C)(C)C(=O)N1CCC1(C)C(=O)Nc1cccc2ccccc12 (centres undefined) as listed: i	0.9
O=C(CC[C@H]1O[C@@H](n2ccc(=O)[nH]c2=O)[C@H](O)[C@@H]1O)N[C@H](Cc1ccccc1)C(=O)NCc1cccs1 as listed: i	1.2
CCCCNC(=O)C1(C)CCN1Cc1cccc2c(OC)cc(C(=O)OCC)cc12 (centres undefined) as listed: i	0.5

Assay outcomes deposited in PubChem BioAssay by NMMLSC.
